IP6K1 inh – blocks human inositol hexakisphosphate kinase 1; activity change, % (series mostly up to about 58 µM); IP6K1 kinase, ADP-Glo luminescence, 2 h; hits give low values; AID 1645851; actives 0.81% (n = 140,000); Q92551; in the data active = activity change below about -25%
Target sequence (Q92551 whole entry, looked up): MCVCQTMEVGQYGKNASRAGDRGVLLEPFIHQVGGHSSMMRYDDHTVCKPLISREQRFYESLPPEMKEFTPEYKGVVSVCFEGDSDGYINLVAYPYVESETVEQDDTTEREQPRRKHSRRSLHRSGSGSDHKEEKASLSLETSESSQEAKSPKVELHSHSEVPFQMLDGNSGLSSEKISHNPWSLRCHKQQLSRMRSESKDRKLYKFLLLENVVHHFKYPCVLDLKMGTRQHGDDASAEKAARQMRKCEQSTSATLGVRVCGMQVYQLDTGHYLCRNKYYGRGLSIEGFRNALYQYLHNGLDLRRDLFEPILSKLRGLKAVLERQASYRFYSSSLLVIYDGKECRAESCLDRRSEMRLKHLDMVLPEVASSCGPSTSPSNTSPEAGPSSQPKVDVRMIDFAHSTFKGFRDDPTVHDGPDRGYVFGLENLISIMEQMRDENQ
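ADP-Glo luminescence measures ADP made by human IP6K1 during a 2 h RT reaction with ATP/IP6 (mix at 1.3 mM/130 uM); top library doses 57.5 and 19.1 uM final.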
HEK cytotox – HEK 293 cell cytotoxicity. HEK 293 viability, ATP luminescence (CellTiter-Glo), 48-72 h. Potency, µM (titrated, usually from 115 µM), without a hit: top-dose activity change, negative = cytotoxicity, actives largely listed as inhibitors. actives 6.6% (n = 94,000); note: potency is the fitted concentration of half-maximal effect; nearly all actives have a fitted effect of over 60% in size
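Cytotoxicity was scored by loss of ATP-coupled luminescence (CellTiter-Glo) in HEK 293 cells. Compound treatment ran 48 or 72 hr at 37 degree Celsius, 5% CO2, 95% humidity.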
3T3 cytotox – NIH 3T3 cell cytotoxicity | actives 4.3% (n = 94,000) | NIH 3T3 viability, CellTiter-Glo ATP luminescence, 48-72 h | AID 1345082 | Potency, µM (doses to about 96.7 µM), for the others: at the top dose activity change, negative = cytotoxicity, usual class: inhibitors; note: potency is the fitted concentration of half-maximal effect; nearly all actives have a fitted effect of over 55% in size
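Viability of NIH 3T3 cells after 48 or 72 hr compound treatment at 37 °C was assessed by CellTiter-Glo, with luminescence imaged following a 10 min room-temperature step.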
SNCA expr inhib – inhibitors of alpha-synuclein (SNCA) gene expression. Potency, µM (highest dose often 57.2 µM), inactives show at the highest dose activity change, negative = inhibition, usual class: inhibitors. actives 0.17% (n = 140,000). HEK-293 SNCA-luciferase knock-in, luminescence, 24 h;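 note: potency is the fitted concentration of half-maximal effect; plate controls were DMSO cells for no effect and cell-free wells for full effect; nearly all actives have a fitted effect of over 45% in size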
FLuc inh – Photinus pyralis luciferase inhibition | purified P. pyralis luciferase, luminescence, biochemical | Potency, µM (doses to about 115 µM), without a hit: at the highest dose activity change, negative = inhibition, usual class: inhibitors | actives 2.5% (n = 76,000) | AID 1347043; note: potency is the fitted concentration of half-maximal effect; nearly all actives have a fitted effect of over 65% in size
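FLuc 10nM, D-luciferin 10uM, ATP 10uM, Mg acetate 10mM, Tris acetate pH 7.5, Tween/BSA; cpd qHTS; enzyme added last; CCD luminescence.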
HEK293 viab – counter-screen for SNCA expression inhibitors: cell viability | HEK-293-SNCA-luc viability, GF-AFC fluorescence, 24 h | Potency, µM (highest dose often 57.1 µM), for inactives: top-dose activity change, negative = cytotoxicity, most hits filed as cytotoxic | AID 1671193 | actives 0.12% (n = 150,000);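 note: potency is the fitted concentration of half-maximal effect; 0% = DMSO-treated cells and -100% = medium-only wells without cells; nearly all actives have a fitted effect of over 30% in size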
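Cytotoxicity counterscreen: after 24 h compound treatment of genome-edited SNCA-luciferase HEK-293 cells, live-cell protease substrate GF-AFC read by fluorescence after 30 min; activity scaled between DMSO (0%) and medium-only (-100%), curves Hill-fitted.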
GPT2 inhibitor – GPT2 alanine aminotransferase inhibition; Q8TD30; Recombinant GPT2, coupled pyruvate oxidase/HRP Amplex Red fluorescence; Potency, µM (top dose mostly 57.7 µM), inactives show at the top dose activity change, negative = inhibition, hits mostly inhibitors; actives 0.25% (n = 100,000); AID 1671188; note: potency is the fitted concentration of half-maximal effect; nearly all actives have a fitted effect of over 60% in size; many of its hits are not listed in these tables
Target sequence (Q8TD30 whole entry, looked up): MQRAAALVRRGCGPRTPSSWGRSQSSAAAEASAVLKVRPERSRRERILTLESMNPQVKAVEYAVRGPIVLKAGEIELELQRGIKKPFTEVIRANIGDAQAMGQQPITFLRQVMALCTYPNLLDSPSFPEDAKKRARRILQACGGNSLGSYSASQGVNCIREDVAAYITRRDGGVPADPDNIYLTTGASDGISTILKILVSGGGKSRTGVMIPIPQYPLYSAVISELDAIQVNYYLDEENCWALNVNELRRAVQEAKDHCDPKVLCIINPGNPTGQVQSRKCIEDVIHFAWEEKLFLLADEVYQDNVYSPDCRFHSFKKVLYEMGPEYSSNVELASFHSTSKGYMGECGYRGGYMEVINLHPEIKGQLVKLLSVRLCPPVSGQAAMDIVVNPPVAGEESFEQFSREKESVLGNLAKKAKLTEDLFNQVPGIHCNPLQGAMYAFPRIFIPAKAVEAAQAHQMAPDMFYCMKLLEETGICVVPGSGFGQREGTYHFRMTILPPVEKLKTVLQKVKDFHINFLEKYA
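Fluorescence of coupled pyruvate oxidase/HRP/Amplex Red system (50uM Amplex, 30 min, dark) reports pyruvate formed by GPT2. Enzyme reaction: 10ng/uL GPT2, 2mM L-alanine, 250uM a-KG, 30 min room temperature, pH 7.5; 50uM AOA control.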
* marks the source's active call; other numbers are inactive results; i = inactive; ? = inconclusive; · = not tested or not shown; & = joins results of further samples; [ ] = another dose, or the depositor's remark. Unless noted, calls come from the whole dose curve; as a rule, active = well fitted curve in the direction sought with a large enough effect; inconclusive = small, poorly fitted or top-dose-only effect, or another doubt; inactive = no such curve, though single readings can be large; an effect the other way counts as inactive or inconclusive. Unless noted, % is set by controls: 0 for no effect and ±100 for the full control effect. Not all compounds are listed; count on the stated rates, not on these rows.

The opening 3 entries, to show the layout:
Results follow in this order: IP6K1 inh | FLuc inh | HEK cytotox | HEK293 viab | GPT2 inhibitor | 3T3 cytotox | SNCA expr inhib
> COc1cccc([C@@H]2CCN(Cc3cc4ccccc4n(C)c3=O)C[C@H]2O)c1
→ -12 | -11% | ? | -2% | i | ? | 0%
> CN1CCN(C(=O)Cc2c[nH]c3ncc(-c4ccnn4C)cc23)CC1
→ -1 | 2%[172 µM] | -11%[172 µM] | 3%[87.6 µM] | 2%[88.5 µM] | 100µM* | 14%[87.6 µM]
> O=[S+]1([O-])NCC2(CCN(Cc3cccnc3)C2)Nc2ccccc21 (configuration not stated)
→ -6 | 6% | 2% | 7% | -16% | -28% | 6%

This part in full, previewed entries included:
Results follow in this order: IP6K1 inh | FLuc inh | HEK cytotox | HEK293 viab | GPT2 inhibitor | 3T3 cytotox | SNCA expr inhib
> COc1cccc([C@@H]2CCN(Cc3cc4ccccc4n(C)c3=O)C[C@H]2O)c1
→ -12 | -11% | ? | -2% | i | ? | 0%
> CN1CCN(C(=O)Cc2c[nH]c3ncc(-c4ccnn4C)cc23)CC1
→ -1 | 2%[172 µM] | -11%[172 µM] | 3%[87.6 µM] | 2%[88.5 µM] | 100µM* | 14%[87.6 µM]
> O=[S+]1([O-])NCC2(CCN(Cc3cccnc3)C2)Nc2ccccc21 (configuration not stated)
→ -6 | 6% | 2% | 7% | -16% | -28% | 6%
> COCc1cn(C[C@H]2CC3CCN2C[C@@H]3C(=O)N2CCN(c3ccccc3OC)CC2)nn1 (some centres not stated)
→ 6 | -19% | -21% | 0% | i | ? | -7%
> O=S(=O)(NC[C@H]1C[C@@H]2CCN1C[C@@H]2CN1CCc2ccccc2C1)c1ccc(Cl)cc1
→ -9 | -4% | 22µM* | -12% | 1% | 22µM* | -3%
> COc1ccc(C(=O)N2CCC3(CC2)c2nccn2-c2ccccc2CN3C)c(OC)n1
→ 21 | 11% | ? | 4% | 3% | -12% | ?
> N#Cc1cccc(NC(=O)CSc2nc3c(cc2C#N)N2CCC3CC2)c1
→ 24 | · | · | -11% | · | · | 47%[activator]
> O=C1CO[C@H]2CN(Cc3ccccn3)C[C@H]2N1Cc1ccccn1
→ 4 | 3%[172 µM] | ? | -17%[87.6 µM] | 5%[88.5 µM] | ? | 12%[87.6 µM]
> O=C1NC2(CCCN(Cc3ccccn3)C2)Oc2ccccc21 (configuration not stated)
→ 36 | -10%[172 µM] | -9%[172 µM] | -7%[87.6 µM] | i | -26%[138 µM] | 36%[activator][87.6 µM]
> CCCCN1CCC2(COC(=O)N2c2ccncc2)C1 (configuration not stated)
→ -2 | -7%[230 µM] | ? | -11%[87.6 µM] | -27%[88.5 µM] | ? | 0%[87.6 µM]
> O=C(C1CCCCC1)N1C[C@@H]2C[C@H](C1)c1c(-c3cncnc3)ccc(=O)n1C2
→ 4 | 12%[172 µM] | 0%[172 µM] | 2%[87.6 µM] | 2%[88.5 µM] | i | 4%[87.6 µM]
> C[N+](C)(C)CCOC(=O)CBr
→ · | · | · | 5% | i | · | -4%
> COc1cc(OC)c(OC)cc1C=O
→ 24 | · | · | -7%&19% | -7% | · | ?
> NC1CCc2cc(O)c(O)cc2C1 (configuration not stated)
→ · | · | · | ? | ? | · | 3%
> COc1ccccc1-c1cc([C@H]2CN3CC[C@H]2C[C@@H]3COC(=O)Nc2ccc(C(C)=O)cc2)n(C)n1
→ 14 | -5% | ? | -2% | 4% | ? | 6%

Gathered by group, those above containing sulfur
Results follow in this order: IP6K1 inh | FLuc inh | HEK cytotox | HEK293 viab | GPT2 inhibitor | 3T3 cytotox | SNCA expr inhib
> O=[S+]1([O-])NCC2(CCN(Cc3cccnc3)C2)Nc2ccccc21 (configuration not stated)
→ -6 | 6% | 2% | 7% | -16% | -28% | 6%
> O=S(=O)(NC[C@H]1C[C@@H]2CCN1C[C@@H]2CN1CCc2ccccc2C1)c1ccc(Cl)cc1
→ -9 | -4% | 22µM* | -12% | 1% | 22µM* | -3%
> N#Cc1cccc(NC(=O)CSc2nc3c(cc2C#N)N2CCC3CC2)c1
→ 24 | · | · | -11% | · | · | 47%[activator]

(next part)
Results follow in this order: IP6K1 inh | FLuc inh | HEK cytotox | HEK293 viab | GPT2 inhibitor | 3T3 cytotox | SNCA expr inhib
> CCOC(=O)[C@H]1CN(S(=O)(=O)c2ccccc2)[C@]2(C)C(=O)N(CC3CC3)c3ccccc3[C@H]12
→ -10 | · | ? | -14%[23.9 µM] | i | ? | -21%[25.6 µM]
> C=CCN(C)C(=O)[C@H]1CN2CCC1C[C@@H]2Cn1cc(CNC)nn1 (some centres not stated)
→ 11 | -4%[172 µM] | i | 1%[87.6 µM] | -3%[88.5 µM] | 1%[174 µM] | 1%[87.6 µM]
> O=C1CC(c2c(F)cccc2Cl)c2c(c3ccccc3oc2=O)O1 (configuration not stated)
→ 1 | · | · | -6% | · | · | -7%
> CC(C)CN(Cc1cccnc1)C1CN(C(=O)Cc2cccc(F)c2)C1
→ 4 | · | ? | -4% | i | ? | -4%
> Cc1ccc(C(C)(C)C)c(OCC(=O)Nc2ccc(Cl)cc2C(=O)c2ccccc2)c1
→ 44 | · | · | 8% | · | · | -3%
> CC[C@H]1CN2CC[C@H]1C[C@@H]2CNC(=O)Nc1cccc(SC)c1
→ -1 | -3%[172 µM] | -24%[172 µM] | 0%[87.6 µM] | -9%[88.5 µM] | -22%[174 µM] | 7%[87.6 µM]
> CN(C)c1ccc(C(=O)NC[C@H]2C[C@@H]3CCN2C[C@@H]3CN2CCCCC2)cc1
→ -13 | -9%[172 µM] | -10%[172 µM] | -8%[87.6 µM] | ? | -23%[174 µM] | ?
> CN1C(=O)N(c2ccc(C#N)c(C(F)(F)F)c2)C(=O)[C@]1(CO)c1ccccc1
→ -4 | · | · | 4% | 1% | · | ·
> COCc1cn(C[C@H]2C[C@@H]3CCN2C[C@@H]3C(=O)NCc2ccccc2OC)nn1
→ 11 | 5%[172 µM] | -2%[172 µM] | 5%[87.6 µM] | -14%[88.5 µM] | -21%[174 µM] | -18%[87.6 µM]
> CC1CN2CCCC2CN1 (configuration not stated)
→ 2 | · | i | 6%[183 µM] | -8%[192 µM] | i | -21%[183 µM]
> S=C(SSC(=S)N1CCCCC1)N1CCCCC1
→ -9 | · | · | 3%[23.9 µM] | ? | · | -30%[25.6 µM]
> COP(=O)(OC)C(O)C(Cl)(Cl)Cl (configuration not stated)
→ 1 | · | · | -1%[23.9 µM] | 3% | · | 47%[25.6 µM]
> OCC1CN2CCCCC2CN1 (configuration not stated)
→ -5 | · | i | 5%[183 µM] | i | i | 0%[183 µM]
> CNc1ccc2oc(C[C@H]3O[C@@]4(CC[C@H]3C)O[C@H]([C@H](C)C(=O)c3ccc[nH]3)[C@H](C)C[C@H]4C)nc2c1C(=O)O
→ · | · | · | ? | ? | · | 28µM*
> CN1Cc2ccccc2-n2ccnc2C12CCN(C(=O)Cc1ccc(Cl)cc1)CC2
→ 13 | 7% | -7% | -1% | i | -2% | -20%
> COc1ncc(-c2cc3c(cc2OC)C2(CCN(C(C)=O)CC2)C(=O)N3)cn1
→ -16 | 0%[172 µM] | -9%[172 µM] | 0%[87.6 µM] | -16%[88.5 µM] | 45µM* | -10%[87.6 µM]
> Cc1ccccc1-c1ccc2n(c1=O)C[C@H]1C[C@@H]2CN(S(=O)(=O)c2ccccc2C#N)C1
→ 12 | 3% | -17% | 2% | 2% | -15% | 35%[activator]
> O=C1NC2(Cc3ccccc31)CN(Cc1ccccn1)C2
→ 2 | · | i | 2%[87.6 µM] | 1%[88.5 µM] | i | 25%[87.6 µM]
> COc1ccc(NC(C)=O)cc1NC(=O)c1cccn(Cc2ccccc2)c1=O
→ 8 | · | · | -5% | · | · | -10%
> CCOC(=O)[C@H]1CN(C(=O)c2cccc(OC)c2)[C@]2(C)C(=O)N(CC3CC3)c3ccccc3[C@H]12
→ 14 | · | ? | -16%[23.9 µM] | -2%[27.3 µM] | ? | 1%[25.6 µM]
> FC(F)(F)CN1C2CCC1CN(c1ccccn1)C2
→ -4 | · | 5%[172 µM] | 6%[87.6 µM] | 0%[88.5 µM] | i | 2%[87.6 µM]
> CCC(CC)c1cc([C@H]2CN3CC[C@H]2C[C@@H]3COC(=O)Nc2ccc(C(C)(C)C)cc2)nc(-c2ccncc2)n1
→ 8 | ? | 7.1µM* | ? | -1% | 5µM* | ?
> O=C(COc1ccccc1)N1C[C@@H]2C[C@H](C1)c1c(-c3ccccc3F)ccc(=O)n1C2
→ 18 | -3%[172 µM] | -23%[172 µM] | 5%[87.6 µM] | 1%[88.5 µM] | -8%[174 µM] | 7%[87.6 µM]
> c1ccc(CCCN2CCC3(CCNCC3)C2)cc1
→ 3 | -17% | ? | 0% | ? | ? | -28%
> COCCN1CCC(N2CCN(C(=O)Cc3cccc(C)c3)CC2)C1=O (configuration not stated)
→ 7 | -4% | -1% | -5% | -3% | 2% | 9%
> CSc1cccc(NC(=O)NC[C@H]2C[C@@H]3CCN2C[C@@H]3CN(C)c2ccccc2)c1
→ -7 | ? | 25µM* | ? | i | 32µM* | ?
> COCc1cn(C[C@H]2C[C@@H]3CCN2C[C@@H]3C(=O)NCc2ccccc2)nn1
→ 12 | -6%[172 µM] | 4%[172 µM] | 2%[87.6 µM] | 3%[88.5 µM] | -7%[174 µM] | 2%[87.6 µM]
> CCOC(=O)[C@H]1CN(C(=O)Nc2ccc3c(c2)OCO3)[C@]2(C)C(=O)N(CC3CC3)c3ccccc3[C@H]12
→ 7 | · | 35µM* | -3%[23.9 µM] | i | ? | 34%[activator][25.6 µM]
> CN1C2CCC1CC(OC(=O)c1cc(Cl)cc(Cl)c1)C2 (configuration not stated)
→ · | · | · | 13% | -7% | · | 2%
> C=CCN1CC[C@]23c4c5ccc(O)c4O[C@@H]2/C(=N/N=C2\CC[C@@]4(O)C6Cc7ccc(O)c8c7[C@@]4(CCN6CC=C)[C@@H]2O8)CC[C@@]3(O)C1C5
→ · | · | · | 1% | -9% | · | 3%
> CCCCCCC1C(=O)O[C@H](C)[C@H](NC(=O)c2cccc(NC=O)c2O)C(=O)O[C@@H](C)[C@@H]1OC(=O)CC(C)C (some centres not stated)
→ 15 | · | · | -32% | i | · | ·

Part of the list above in order of formula weight, smallest number first.
Results follow in this order: IP6K1 inh | FLuc inh | HEK cytotox | HEK293 viab | GPT2 inhibitor | 3T3 cytotox | SNCA expr inhib
> c1ccc(CCCN2CCC3(CCNCC3)C2)cc1
→ 3 | -17% | ? | 0% | ? | ? | -28%
> O=C1NC2(Cc3ccccc31)CN(Cc1ccccn1)C2
→ 2 | · | i | 2%[87.6 µM] | 1%[88.5 µM] | i | 25%[87.6 µM]
> COc1ncc(-c2cc3c(cc2OC)C2(CCN(C(C)=O)CC2)C(=O)N3)cn1
→ -16 | 0%[172 µM] | -9%[172 µM] | 0%[87.6 µM] | -16%[88.5 µM] | 45µM* | -10%[87.6 µM]

High-throughput results (PubChem BioAssay)
